Compound activity: PubChem BioAssay, several laboratories
NTR1 agonist: agonists of NTR1, primary screen, imaging, U2OS cells, beta-arrestin-GFP, high content (AID 493036); Neurotensin receptor type 1 (Homo sapiens), P30989; NTR1-U2OS beta-arrestin-GFP spot imaging, agonist mode; activation, % at 20 µM; 330,000 compounds, 0.17% hits;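 active means activation at or above 40% of the spot to cytoplasm intensity ratio, with at least 20 cells analyzed; inconclusive means wells under 20 cells, flagged as cytotoxic or low count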;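 further: 0% = DMSO without peptide and 100% = 100 nM NTR1 peptide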
Target sequence (P30989 whole entry, looked up): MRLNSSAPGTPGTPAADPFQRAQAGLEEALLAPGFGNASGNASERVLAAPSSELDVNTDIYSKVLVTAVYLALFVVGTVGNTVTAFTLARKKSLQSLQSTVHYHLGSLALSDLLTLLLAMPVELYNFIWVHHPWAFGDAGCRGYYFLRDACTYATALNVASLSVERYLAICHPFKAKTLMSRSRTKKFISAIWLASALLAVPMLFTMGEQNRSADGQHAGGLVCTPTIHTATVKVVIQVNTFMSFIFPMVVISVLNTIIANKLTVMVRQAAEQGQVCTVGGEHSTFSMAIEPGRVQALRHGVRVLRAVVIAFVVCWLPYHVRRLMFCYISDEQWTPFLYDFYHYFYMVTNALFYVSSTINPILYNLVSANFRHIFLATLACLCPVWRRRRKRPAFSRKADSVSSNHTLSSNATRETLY
Siah-1 displacement: Siah-1 peptide-binding antagonists, primary screen, biochemical, fluorescence polarization, rhodamine-plectin, uHTS (AID 1817) | E3 ubiquitin-protein ligase SIAH1 (Homo sapiens) | 290,000 compounds, 0.02% hits | displacement, % at 20 µM; hits with a dose series show IC50 in µM | Siah-1 / rhodamine-plectin peptide fluorescence polarization; higher % means a stronger effect;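 active means displacement of at least 50% at 20 µM, with a fluorescence ratio check between 0.3 and a set limit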;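 further: plate controls were Siah plus tracer with DMSO for no effect and tracer alone without Siah for full effect; strong numbers were not always called active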
GPR35 arrestin U2OS: GPR35 antagonists blocking zaprinast-driven arrestin recruitment, primary screen, imaging, U2OS, beta-arrestin-GFP, zaprinast agonist (AID 2058); 290,000 compounds, 0.052% hits; inhibition, % at 10 µM; hits with a dose series show IC50 in µM; U2OS GPR35 beta-arrestin-GFP translocation imaging, zaprinast antagonism; higher % means a stronger effect; G-protein coupled receptor 35 (Homo sapiens);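 active means inhibition of at least 50% with at least 30 cells and total cytoplasm GFP at most 10,000,000; inconclusive means under 30 cells or total GFP of 10,000,000 plus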
GPR55 LPI antagonism: GPR55 antagonists blocking LPI-driven arrestin recruitment, primary screen, imaging, U2OS, beta-arrestin-GFP, LPI agonist (AID 2013); U2OS GPR55 beta-arrestin-GFP translocation imaging, LPI antagonism; higher % means a stronger effect; one-dose inhibition, % at 10 µM; IC50 in µM for titrated hits; 290,000 compounds, 0.13% hits;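 active means spots per cell inhibited over 60%, with over 100 cells counted and total cytoplasm intensity under 500,000; inconclusive means wells with under 100 cells, flagged as likely toxic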;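 further: U2OS cells stably carrying GPR55 and arrestin-GFP stimulated by 5 µM LPI near EC80; imaged beta-arrestin-GFP aggregate spots per cell after agonist stimulation; plate controls were LPI-stimulated DMSO wells for no effect and DMSO wells without LPI for full effect; some results filed as inactive read as strong as hits; confirmed hits need IC50 under 10 µM and bright autofluorescent wells are also inconclusive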
Myeloid diff MLP: induction of myeloid progenitor differentiation, primary screen, cell-based, flow cytometry, MLPCN library | calls only at 10 µM | ER-HoxA9 myeloid progenitors, lysozyme-GFP differentiation | 360,000 compounds, 1% hits;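 active means normalized GFP-positive differentiation at or above the plate's own cutoff, the solvent-only control mean plus 3 SD; inconclusive means no clear call, values can overlap the other calls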;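 further: cells exposed to compound for four days before flow analysis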
LYP phosphatase: inhibitors of LYP phosphatase, biochemical, fluorescence intensity, uHTS (AID 1779); 290,000 compounds, 0.054% hits; inhibition, % at 11.5 µM, or IC50 in µM where a hit was titrated; Tyrosine-protein phosphatase non-receptor type 22 (Homo sapiens); recombinant LYP phosphatase, fluorescence intensity; higher % means a stronger effect; in the data active means inhibition above about 50%;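 further: plate controls were vehicle with enzyme for no effect and no enzyme for full effect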
MgcRacGAP inhibition: MgcRacGAP GTPase-activating activity inhibitors, confirmation, biochemical, ADP Hunter fluorescence; MgcRacGAP-stimulated Rac1 GTP hydrolysis, ADP Hunter fluorescence; higher % means a stronger effect; GST-tagged Rac1 F28L mutant substrate; inhibition, % at 30 µM, or IC50 in µM where a hit was titrated; 340,000 compounds, 0.6% hits; AID 624330, 2012;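 active means first-screen hits whose inhibition reached a set limit at any dose in the follow-up dose series; inconclusive means inhibition above the set first-screen limit but never retested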;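 further: fluorescence reports GDP produced by GAP-driven GTP hydrolysis; strong numbers were not always called active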
HIV peptide binding: inhibitors of HIV fusion peptide binding, primary screen, biochemical, uHTS, fluorescence dequenching (AID 1986) | cell-free peptide binding, fluorescence dequenching, 30 min; higher % means a stronger effect | one-dose inhibition, % at 20 µM; IC50 in µM for titrated hits | 290,000 compounds, 0.3% hits; in the data active means inhibition mostly above about 52%, no sharp cut-off; inactive means mostly below about 76%; further: some results filed as inactive read as strong as hits
Salmonella PhoP GFP: inhibitors of PhoP regulon expression, primary screen, Salmonella Typhimurium, GFP reporter (AID 1863); S. Typhimurium PhoP-regulated promoter GFP reporter, 4 h; higher % means a stronger effect; inhibition, % at 50 µM; hits with a dose series show IC50 in µM; 300,000 compounds, 0.16% hits;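 active means inhibition over 29.93%, a cutoff 3 SD above the screen mean, later confirmed by dose response; inconclusive means inhibition over 29.93% but no dose response follow-up; inactive means inhibition at most 29.93% or unconfirmed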;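 further: 0% = low Mg2+ inducing control and 100% = high Mg2+ repressing control; strong numbers were not always called active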
NTR1 agonist cell count 20 µM: second read-out of NTR1 agonist, no call of its own (marks repeat the call); cell count; measured here: cell count, cytotoxicity flag
Myeloid diff MLP GFP+ MAC1+ %: further read-out of Myeloid diff MLP, marked with its call; GFP+ MAC1+ double positive, %; measured here: differentiation confirmed by MAC1 staining
The depositor's hits bear a star; i = inactive; ? = inconclusive; · = no result given; + = active, no number. Random draw from the library; about 2.4% have a hit in one of these screens.

SMILES	NTR1 agonist	NTR1 agonist cell count 20 µM	Siah-1 displacement	GPR35 arrestin U2OS	GPR55 LPI antagonism	Myeloid diff MLP	Myeloid diff MLP GFP+ MAC1+ %	LYP phosphatase	MgcRacGAP inhibition	HIV peptide binding	Salmonella PhoP GFP
Cn1c(Cn2cnc([N+](=O)[O-])n2)nnc1SCC(=O)Nc1ccccc1	0.5	70	4%	5%	0%	i	0.5	-1%	7%	-0.5%	0%
Oc1ccc(Nc2nc(Cl)nc(NCc3ccco3)n2)cc1	1.3	55	-2%	-2%	-5%	i	1.0	-4%	?	1.5%	23%
CCCCCC(=O)N1CC2(CC(c3cccc(NC(=O)COc4ccc(Cl)cc4)c3)=NO2)C[C@@H]1C(N)=O (some centres undefined)	5.3	54	10%	-15%	-8%	i	3.1	-8%	8%	1.5%	5%
O=C(CSc1nccc(=O)[nH]1)Nc1ccc(Oc2ccccc2)cc1	0.1	70	2%	1%	-3%	i	0.2	0%	17%	5.4%	-8%
Cc1[nH]c2ccccc2c1/C=N/Nc1ccccc1[N+](=O)[O-]	40*	52*	-3%	-5%	8%	i	0.6	6%	15%	-7.3%	2%
O=C(Cc1cccc2ccccc12)Nc1ccc(Br)cc1C(=O)O	1.8	70	15%	1%	-11%	i	0.7	-9%	4%	33%	-3%
CCc1ccccc1NC(=O)N[C@@H](C)C(=O)O	1.1	92	7%	-2%	11%	i	6.0	-3%	8%	3.1%	-15%
Cc1ccn(CCC(=O)N2CCCC(CCC(=O)NCc3ccc(F)c(F)c3)C2)n1 (centres undefined)	1.0	61	4%	5%	7%	i	0.4	-2%	2%	0.2%	-3%
CN1CCN(c2ccccc2NC(=O)c2ccc(-c3cccc([N+](=O)[O-])c3)o2)CC1	·	·	-7%	-7%	16%	i	1.5	-2%	1%	-2.8%	8%
O=C(/C=C/c1ccc(Cl)cc1)NC(=S)NN1CCCCC1c1cccnc1 (centres undefined)	3.1	76	0%	-6%	8%	·	·	5%	·	-2.8%	-15%
CCCOC(=O)c1ccc(N2C(=O)c3ccccc3C2=O)cc1	1.7	60	8%	4%	16%	i	0.8	5%	6%	0.8%	-12%
O=C1NC2(CCCC2)C(=O)N1Cc1cc(=O)n2ccsc2n1	-0.7	58	0%	2%	9%	·	·	-13%	·	2.9%	3%

The closing four entries of the part above lead into the next.
SMILES	NTR1 agonist	NTR1 agonist cell count 20 µM	Siah-1 displacement	GPR35 arrestin U2OS	GPR55 LPI antagonism	Myeloid diff MLP	Myeloid diff MLP GFP+ MAC1+ %	LYP phosphatase	MgcRacGAP inhibition	HIV peptide binding	Salmonella PhoP GFP
CN1CCN(c2ccccc2NC(=O)c2ccc(-c3cccc([N+](=O)[O-])c3)o2)CC1	·	·	-7%	-7%	16%	i	1.5	-2%	1%	-2.8%	8%
O=C(/C=C/c1ccc(Cl)cc1)NC(=S)NN1CCCCC1c1cccnc1 (centres undefined)	3.1	76	0%	-6%	8%	·	·	5%	·	-2.8%	-15%
CCCOC(=O)c1ccc(N2C(=O)c3ccccc3C2=O)cc1	1.7	60	8%	4%	16%	i	0.8	5%	6%	0.8%	-12%
O=C1NC2(CCCC2)C(=O)N1Cc1cc(=O)n2ccsc2n1	-0.7	58	0%	2%	9%	·	·	-13%	·	2.9%	3%
Cc1ccc(C(C)C)c(OCC(=O)NN=C2CCCC2)c1	2.2	40	1%	9%	-3%	i	0.0	3%	1%	-1.7%	-1%
C[C@H](NC(=O)c1nc[nH]c1C(=O)N[C@@H](CCCCNC(=O)OC(C)(C)C)C(=O)OC(C)(C)C)C(=O)OCc1ccccc1	7.7	104	-7%	3%	9%	i	1.6	1%	1%	-1.2%	·
Cc1ccccc1CN1CCNC(=O)C1CC(=O)N(C)CCC1CCOCC1 (centres undefined)	0.5	73	0%	6%	9%	i	0.3	-2%	5%	3.4%	-1%
CC(O)c1nc2ccc(Cc3ccc4nc(C(C)O)[nH]c4c3)cc2[nH]1 (centres undefined)	-1.5	35	0%	5%	-24%	i	1.5	-8%	-3%	-0.6%	14%
COc1cc(/C=N/Nc2cccc(C)c2)ccc1OC(=O)c1cccs1	·	·	-5%	-2%	15%	i	0.5	-1%	3%	-0.1%	-4%
Cc1cc(-n2c(C)cc(C(=O)COc3ccc([N+](=O)[O-])cc3)c2C)no1	0.6	46	17%	2%	1%	i	0.1	8%	1%	1.1%	0%
O=C(Cn1[nH]c(=O)c2ccccc2c1=O)OCC(=O)c1ccc(Br)cc1	0.4	73	·	·	·	i	0.6	·	5%	·	-9%
O=C(NCCCNC(=O)c1ccc(-c2cc(Cl)ccc2Cl)o1)c1cnccn1	0.1	75	2%	-9%	-9%	i	0.7	-4%	-4%	0.7%	4%
O=c1[nH]c(SCCOc2ccccc2F)nc2ccccc12	5.9	56	1%	-10%	3%	i	0.8	-1%	6%	1.5%	-5%
CCOC(=O)N1CCN(C(=O)c2ccc(CS(=O)(=O)c3c(Cl)cccc3Cl)o2)CC1	3.7	68	15%	0%	-2%	i	2.4	-4%	3%	0.1%	4%
Cc1ccc(Nc2nnc(SCC(=O)NC3CCS(=O)(=O)C3)s2)c(C)c1 (centres undefined)	0.3	67	8%	0%	15%	i	3.2	0%	4%	-0.9%	-6%
COc1ccccc1NC(=O)CN1C(=O)C(C)Oc2ccccc21 (centres undefined)	0.7	71	-8%	5%	-3%	i	14	-9%	-17%	-1.7%	2%
Cc1cc(C)nc(NS(=O)(=O)c2ccc(N3C(=O)C4C5C=CC(C5)C4C3=O)cc2)n1 (centres undefined)	-0.7	72	7%	-9%	0%	i	0.8	-7%	8%	-0.8%	8%
CCC(=O)NNC(=O)CSc1nnc(-c2ccccc2)c(-c2ccccc2)n1	-0.2	81	-6%	-4%	12%	i	0.4	-15%	6%	-0.6%	10%
Clc1ccc(SCNc2ccccc2Cl)cc1	3.0	58	2%	19%	6%	i	0.3	-5%	9%	-0.5%	2%
COc1ccc(-n2c(C)n[nH]c2=O)cc1OC	-2.5	77	2%	5%	19%	i	1.1	-7%	-5%	-2.2%	-8%
CCN1CCN(S(=O)(=O)c2ccc(Cl)c(C(=O)Nc3cc(Cl)ccc3N3CCOCC3)c2)CC1	0.2	55	11%	-7%	15%	i	1.0	-12%	10%	0.2%	0%
Cn1cc(C(=O)N/N=C/c2ccc3c(c2)OCO3)c2ccccc21	0.6	40	4%	8%	-25%	i	0.5	-4%	10%	-2.1%	11%
O=[N+]([O-])c1ccccc1OCCCN1CCOCC1	5.1	58	-2%	-9%	5%	i	0.5	-9%	8%	-1.9%	24%
COc1cc(OC)c2ccc(=O)oc2c1C(CC(=O)N1CCCC1)c1ccc(N(C)C)cc1 (centres undefined)	-3.4	76	4%	6%	9%	i	1.9	-1%	19%	1.2%	0%
C/C(Cl)=C/CSc1nc2c(c(=O)[nH]c(=O)n2C)n1C(C)C	2.6	58	-3%	-3%	18%	i	1.0	9%	6%	3.8%	-6%
CCCCCC1CC(CC(=O)NC(=S)Nc2ccc([N+](=O)[O-])cc2)C(=O)O1 (centres undefined)	0.9	49	2%	2%	-2%	i	0.4	-5%	13%	-2.0%	-5%
N#Cc1c(N2CCN(C(=O)c3ccccc3Cl)CC2)nc(-c2ccccc2)c2c1CCCC2	5.5	57	1%	-10%	21%	i	0.2	-4%	0%	2.0%	-10%
Cc1c(NC(=O)/C=C/c2cn(-c3ccccc3)nc2-c2ccccc2)c(=O)n(-c2ccccc2)n1C	3.0	60	4%	-1%	23%	i	0.4	4%	8%	-3.9%	-6%
O=C(NCC(c1ccco1)N1CCN(c2ccccc2F)CC1)C1CCCCC1 (centres undefined)	-0.9	66	·	·	·	i	0.3	·	6%	·	-8%
CC(=O)Nc1ccc(Nc2nc(-c3sc(NC(C)=O)nc3C)cs2)cc1	0.2	53	3%	-19%	-6%	i	0.7	1%	16%	-2.0%	-7%
NC(=O)c1cc(S(=O)(=O)NCc2cccs2)cs1	0.0	45	0%	-14%	10%	i	1.8	-13%	-22%	1.8%	-9%
CCOc1cc(/C=C2\CN(CC)C/C(=C\c3ccc(O)c(OCC)c3)C2=O)ccc1O	23	85	3%	0%	10%	·	·	-3%	47µM*	-1.1%	1%
COc1ccc(N(C(=O)c2ccco2)S(=O)(=O)c2cc(OC)ccc2OC)cc1	-0.6	43	0%	-4%	-1%	i	1.1	4%	2%	-2.4%	-10%
CCCOc1ccc(C(=O)Nc2ccc(S(=O)(=O)N3CCN(C)CC3)cc2)cc1	1.4	62	0%	-8%	-5%	i	0.7	-7%	-7%	0.9%	-2%
c1ccc2sc(N3CCCN(Cc4nc(-c5cnccn5)no4)CC3)nc2c1	1.0	52	-2%	-2%	3%	i	0.5	-6%	6%	0.9%	10%
COc1ccc(Nc2nc(N3CCOCC3)nc(N3CCOCC3)n2)cc1Cl	2.8	58	0%	0%	-1%	i	0.0	2%	9%	1.0%	-4%
COc1cc2c(cc1OC)C(C)N(CCN1C(=O)c3ccccc3C1=O)CC2 (centres undefined)	-2.5	40	0%	9%	11%	+	0.8*	-7%	9%	-1.6%	4%
O=C(CCSc1nnc(-c2ccc(O)cc2)o1)N1CCOCC1	-0.7	29	-1%	-3%	5%	i	0.5	-6%	9%	1.5%	-6%
Brc1ccc(-c2nc3ncccn3c2Nc2ccc3c(c2)OCCO3)o1	0.9	77	-7%	7%	-2%	i	0.8	2%	11%	-2.0%	-1%
O=[N+]([O-])c1ccc(-c2nnc(S)n2-c2ccccc2)cc1	·	·	0%	-4%	-12%	·	·	2%	·	1.6%	-8%
